KDM5B inh: blocks human KDM5B histone demethylase activity; Potency, µM (highest dose often 57.7 µM), for inactives: top-dose activity change, negative = inhibition, actives largely listed as inhibitors; hit rate 2.6% among 220,000; KDM5B demethylase, FDH-coupled NADH fluorescence (FDH is formaldehyde dehydrogenase); active means well fitted inhibition curve with a large enough effect; inconclusive means small, poorly fitted or top-dose-only effect; inactive means no such curve, though single readings can be large or run the other way; further: 0% is about no effect; nearly all actives have a fitted effect of over 70% in size
Target sequence (Q9UGL1 whole entry, looked up): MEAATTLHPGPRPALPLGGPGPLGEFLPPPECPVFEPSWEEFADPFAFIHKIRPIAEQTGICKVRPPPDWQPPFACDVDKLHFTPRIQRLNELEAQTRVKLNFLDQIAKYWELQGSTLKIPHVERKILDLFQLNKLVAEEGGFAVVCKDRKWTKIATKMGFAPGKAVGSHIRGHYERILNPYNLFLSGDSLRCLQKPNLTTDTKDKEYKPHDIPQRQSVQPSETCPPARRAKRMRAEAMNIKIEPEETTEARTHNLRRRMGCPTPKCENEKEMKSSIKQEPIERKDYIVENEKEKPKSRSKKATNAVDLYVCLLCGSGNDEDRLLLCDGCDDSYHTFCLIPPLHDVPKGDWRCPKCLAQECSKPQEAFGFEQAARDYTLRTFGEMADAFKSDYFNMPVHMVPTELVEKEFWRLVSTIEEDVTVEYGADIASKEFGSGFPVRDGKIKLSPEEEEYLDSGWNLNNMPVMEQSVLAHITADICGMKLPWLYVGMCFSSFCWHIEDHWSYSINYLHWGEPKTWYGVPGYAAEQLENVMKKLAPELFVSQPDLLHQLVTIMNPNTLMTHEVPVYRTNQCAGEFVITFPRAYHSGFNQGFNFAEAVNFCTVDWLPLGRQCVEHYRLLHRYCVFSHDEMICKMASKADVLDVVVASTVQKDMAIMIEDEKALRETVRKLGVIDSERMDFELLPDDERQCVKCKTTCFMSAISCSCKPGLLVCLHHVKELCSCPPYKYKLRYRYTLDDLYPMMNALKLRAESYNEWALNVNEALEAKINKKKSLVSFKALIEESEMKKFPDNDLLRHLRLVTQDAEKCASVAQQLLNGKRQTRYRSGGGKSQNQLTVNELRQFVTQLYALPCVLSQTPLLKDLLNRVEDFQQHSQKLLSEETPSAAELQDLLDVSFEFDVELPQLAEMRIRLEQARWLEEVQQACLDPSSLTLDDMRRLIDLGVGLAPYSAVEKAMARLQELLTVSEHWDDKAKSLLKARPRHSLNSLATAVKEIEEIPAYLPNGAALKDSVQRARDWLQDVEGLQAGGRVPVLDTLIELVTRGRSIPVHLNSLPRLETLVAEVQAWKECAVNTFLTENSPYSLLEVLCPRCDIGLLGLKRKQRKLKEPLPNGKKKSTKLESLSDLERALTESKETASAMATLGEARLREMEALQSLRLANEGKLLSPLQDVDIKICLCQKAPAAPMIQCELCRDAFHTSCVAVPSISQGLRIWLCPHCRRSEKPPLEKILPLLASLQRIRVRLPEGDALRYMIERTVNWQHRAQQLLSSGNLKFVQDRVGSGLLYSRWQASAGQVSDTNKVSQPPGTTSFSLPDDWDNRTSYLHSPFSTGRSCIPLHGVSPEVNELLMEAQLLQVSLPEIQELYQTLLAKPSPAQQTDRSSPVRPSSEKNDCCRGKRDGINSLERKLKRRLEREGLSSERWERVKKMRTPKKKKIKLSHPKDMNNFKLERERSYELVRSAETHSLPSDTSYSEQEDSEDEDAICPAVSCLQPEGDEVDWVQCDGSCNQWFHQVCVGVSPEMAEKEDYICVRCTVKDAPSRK
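Here, H3K4me3 peptide (12.5 µM in substrate mix) is demethylated by KDM5BΔAP, 200 nM final, after 10 min compound exposure. Formaldehyde product is coupled through FDH (0.25 U/mL in mix) to NADH fluorescence; 30-min ΔRFU feeds dose-response curves.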
An asterisk follows results filed as active; ? = inconclusive; [ ] = remark or other dose. Potency means the concentration at half of the fitted maximal effect. An excerpt (hit frequency here may not be typical).

Cc1ccc(CNC(=O)N2CCCN(C(=O)C3CC3)C(c3ccccc3)CC(=O)NCC2)cc1 (configuration not stated)
  KDM5B inh: -18%
Cn1cc(-c2cc3n(n2)CCCN3C(=O)CCC(=O)NCCCN2CCCC2)c2ccccc21
  KDM5B inh: -28%
O=S(=O)(NCc1csc(-c2cccs2)n1)c1cccs1
  KDM5B inh: ?
Cc1ccc(N2CCN(c3nc4ccccc4c4nnc(C)n34)CC2)c(C)c1
  KDM5B inh: -10%
COCC1CN(Cc2ccc(Br)cc2)CC12CCNCC2 (configuration not stated)
  KDM5B inh: ?
Cc1ccc(NC(=O)c2ccc(F)c(S(=O)(=O)NCCc3ccccc3)c2)cc1F
  KDM5B inh: -21%
COc1cc(NC(=O)C2CCN(S(=O)(=O)c3ccc(Cl)cc3)CC2)ccc1N1CCCC1=O
  KDM5B inh: 12%
CCc1cccc(NC(=O)C2Cc3ccccc3N2C(=O)c2ccccc2)c1 (configuration not stated)
  KDM5B inh: -21%
CCOC(=O)Cn1cc(/C=C2\SC(=O)N(C)C2=O)c2ccccc21
  KDM5B inh: 0%
Cc1ccc(CC(=O)NC2CCN(c3cnn(C)c(=O)c3)CC2)cc1
  KDM5B inh: -17%

C[S+](=O)([O-])N1Cc2ccccc2CC2(CCCCN2CCc2ccccc2)C1 (configuration not stated)
  KDM5B inh: 1%[115 µM]
COc1cccc(-c2ccc(-c3noc(-c4ccncc4)n3)c(OC)n2)c1
  KDM5B inh: 5%
N#Cc1ccc(N)c(Br)c1
  KDM5B inh: ?
COc1ccc(CN2CCc3ncc(C(=O)NCc4cccc(Cl)c4)n3CC2)cn1
  KDM5B inh: 5%[86.2 µM]
CC1=C(c2cccc(Cl)c2)S(=O)(=O)NC1=NCc1ccccc1C
  KDM5B inh: 4%
COc1cccc(CC(=O)N2CC(Oc3ccc(-c4nc(-c5ccccc5)no4)cc3)C2)c1
  KDM5B inh: ?
COc1cccc(N(Cc2nnc3n2CCCCC3)C(=O)Nc2ccccc2)c1
  KDM5B inh: -5%
CCOC(=O)/C(C#N)=C/c1cc(Cl)c(OCCOc2ccc(C(C)CC)cc2)c(OC)c1 (configuration not stated)
  KDM5B inh: -11%
Cc1ccc(-c2nc(C(=O)N(C)Cc3ccccc3)no2)cc1
  KDM5B inh: -22%
Cc1cccc(NC(=O)Cn2c(-c3ccc(F)cc3)nc(C)cc2=O)c1
  KDM5B inh: 4%

Two records picked at random from the list so far:
Cc1cccc(NC(=O)Cn2c(-c3ccc(F)cc3)nc(C)cc2=O)c1
  KDM5B inh: 4%
CCOC(=O)Cn1cc(/C=C2\SC(=O)N(C)C2=O)c2ccccc21
  KDM5B inh: 0%

(cont.)
CCN(c1ccc(C)cc1)S(=O)(=O)c1nnc(NC(=O)c2cccs2)s1
  KDM5B inh: -25%
O=C(NCCCc1ccccc1)c1ccc2nccn2c1
  KDM5B inh: 35µM*
COc1ccc(CNC(=O)CN2N=C(c3ccccc3)CCC2=O)c(OC)c1
  KDM5B inh: 8%
O=S(=O)(c1ccc(-c2csc(NCCc3ccccc3)n2)cc1)N1CCOCC1
  KDM5B inh: 81%[activator]
O=C(NCC1(N2CCCCC2)CCCCC1)C1CCN(C(=O)c2ccc(F)cc2)CC1
  KDM5B inh: -2%
CC(C)(C)C(=O)NC1(C(F)(F)F)NC(=O)N(Cc2ccccc2)C1=O (configuration not stated)
  KDM5B inh: 6%
CCC(=O)n1nc(-c2ccc(OC)cc2)nc1SC
  KDM5B inh: 5%
C=CCN1CCN(C(=O)C2CCCN(C(=O)c3ccccc3)CCC(=O)NCC2)CC1 (configuration not stated)
  KDM5B inh: 12%
O=C(OCc1ccccc1)c1ccncc1
  KDM5B inh: 18%
CCCC(=O)Nc1oc2c(C)cccc2c(=O)c1-c1ccc(OC)cc1
  KDM5B inh: -14%

COc1ccc([C@@H](NC2CCN(C(=O)C(C)C)CC2)C2CC(O)C2)cn1 (some centres not stated)
  KDM5B inh: 50%[activator]
COc1cccc(CNC(=O)[C@@H]2C[C@@H](O)CN2C2CCN(C(=O)C(C)C)CC2)c1
  KDM5B inh: 9%
Cc1ccc(C2C(N)C(=O)N2c2ccc(C)cc2)cc1 (configuration not stated)
  KDM5B inh: 38%[activator]
CCOC(=O)c1c(NC(=O)Cn2nnc(-c3ccccc3)n2)sc(CC)c1C
  KDM5B inh: 0%
Cc1cc(C)cc(NC(=O)COC(=O)c2nn(-c3ccccc3)c(=O)c3ccccc23)c1
  KDM5B inh: 15%
CCN1CCN(c2nc3c(s2)CN(C(=O)CCC(C)C)CC3)CC1
  KDM5B inh: ?
CCOCCCNC(=O)c1c(NC(=O)Cc2coc3c(C)c(C)ccc23)sc2c1CCC2
  KDM5B inh: -17%
COCCOc1ccc(-c2noc([C@@H]3CCCN3C3CCCCC3)n2)cn1
  KDM5B inh: ?
CC1CCN(S(=O)(=O)c2ccc3c(c2)CCN3)CC1
  KDM5B inh: -24%
O=C(c1ccc(Cl)cc1)N1C[C@@H](F)[C@@H](OCc2nc3ccccc3[nH]2)C1
  KDM5B inh: 8%[86.2 µM]

Part of the list above in order of molar mass, descending:
O=S(=O)(c1ccc(-c2csc(NCCc3ccccc3)n2)cc1)N1CCOCC1
  KDM5B inh: 81%[activator]
C[S+](=O)([O-])N1Cc2ccccc2CC2(CCCCN2CCc2ccccc2)C1 (configuration not stated)
  KDM5B inh: 1%[115 µM]
COCCOc1ccc(-c2noc([C@@H]3CCCN3C3CCCCC3)n2)cn1
  KDM5B inh: ?

Going on with the list:
Cc1ccc(NC(=O)C2(c3cccs3)CCOCC2)cc1Cl
  KDM5B inh: -13%
COc1ccc(N2CCN(C(=O)c3cc4cc(Cl)ccc4[nH]3)CC2)cc1
  KDM5B inh: 0%
Cc1ccc(-c2nnc(N3CCOCC3)c3ccccc23)cc1S(N)(=O)=O
  KDM5B inh: 5%
CC(C)CCN1CCc2nc(N3CCc4ccccc4C3)[nH]c(=O)c2CC1
  KDM5B inh: -9%
O=C(Cc1ccccc1Cl)NNC(=O)C1CCCCC1
  KDM5B inh: -2%
O=C(Cc1c[nH]c2ncc(-c3ccccc3Oc3ccccc3)cc12)N1CCOCC1
  KDM5B inh: ?
Cc1ccccc1Nc1nnc(SCC(=O)c2ccc(Cl)s2)s1
  KDM5B inh: -5%
Cc1cc2cc(NS(=O)(=O)c3ccc(F)c(F)c3)ccc2[nH]1
  KDM5B inh: -6%
O=C(NC1CCCCCC1)c1ccc2ncsc2c1
  KDM5B inh: -21%
COCCN1CCNc2nc(CNCc3cnccn3)n(Cc3ccccc3)c2C1=O
  KDM5B inh: ?

O=C(O)CCCCCCCCCCCl
  KDM5B inh: -26%
CC(C)c1ccc(CNC(=O)C2Cn3cccc3C(=O)N2)cc1 (configuration not stated)
  KDM5B inh: -5%
O=C(CSCc1cnn(-c2ccccc2)c1-n1cccc1)NCCc1ccccc1
  KDM5B inh: -14%
CCOc1ccccc1C1NC(=O)N(CC(=O)N(CC)c2ccccc2)C2=C1C(=O)OC2 (configuration not stated)
  KDM5B inh: -8%
Cc1ccc(C(=O)N2CCCN(C)c3ccccc32)cc1C
  KDM5B inh: -18%
CN1CCC(N[C@@H]2CCC[C@@H](C(=O)NC3CC3)CC(=O)N(C)C2)CC1
  KDM5B inh: -19%[86.2 µM]
CCOC(=O)c1sc2nc(C(C)C)c3c(c2c1N)CC(C)(C)OC3
  KDM5B inh: -24%
CCOc1ccc(C(=O)c2cn(CC(=O)Nc3ccc(F)cc3)c3cc4c(cc3c2=O)OCCO4)cc1
  KDM5B inh: -35%
COc1cc(NC(=O)Cc2c(C(=O)O)c(C)cn2C)cc(OC)c1
  KDM5B inh: ?
COc1ccc(S(=O)(=O)Nc2cc(-c3cn4ccc(C)cc4n3)ccc2C)cc1OC
  KDM5B inh: ?

The final 6 compounds of the part before open the next one:
Cc1ccc(C(=O)N2CCCN(C)c3ccccc32)cc1C
  KDM5B inh: -18%
CN1CCC(N[C@@H]2CCC[C@@H](C(=O)NC3CC3)CC(=O)N(C)C2)CC1
  KDM5B inh: -19%[86.2 µM]
CCOC(=O)c1sc2nc(C(C)C)c3c(c2c1N)CC(C)(C)OC3
  KDM5B inh: -24%
CCOc1ccc(C(=O)c2cn(CC(=O)Nc3ccc(F)cc3)c3cc4c(cc3c2=O)OCCO4)cc1
  KDM5B inh: -35%
COc1cc(NC(=O)Cc2c(C(=O)O)c(C)cn2C)cc(OC)c1
  KDM5B inh: ?
COc1ccc(S(=O)(=O)Nc2cc(-c3cn4ccc(C)cc4n3)ccc2C)cc1OC
  KDM5B inh: ?
Cc1ccc(Cl)cc1N1CCN(S(=O)(=O)c2ccc3c(c2)NC(=O)CCS3)CC1
  KDM5B inh: 11%
CC(=O)N1CC2(Cc3ccccc31)CN(C(=O)Cc1ccccn1)C2
  KDM5B inh: 6%[86.2 µM]
O=C(NCc1ccccn1)C1CCN(Cc2cc3n(n2)CCNC3)CC1
  KDM5B inh: -41%
NC(=O)c1nnn([C@H]2C[C@H]3C(=O)N4CC[C@H](NC(=O)c5cccs5)[C@H]4C(=O)N3C2)c1C(N)=O
  KDM5B inh: ?
O=C1/C(=C/c2ccc(Cl)cc2)Cc2ccccc21
  KDM5B inh: 11%
Cc1ccc(NC(=O)C2CCN(c3nc4ccccc4o3)CC2)c(O)c1
  KDM5B inh: -20%
CC(C)OC(=O)c1c(NC(=O)c2cc3nc(-c4ccccc4)cc(C(F)(F)F)n3n2)sc2c1CCCC2
  KDM5B inh: -27%
COc1ccc(CNC(=O)CC[C@H]2CNC(=O)[C@@H]3[C@@H](CCN3CC(C)(C)C)N2C)cc1
  KDM5B inh: 1%[86.2 µM]
COCc1nncn1C1CCN(S(=O)(=O)c2cccc(OC)c2)CC1
  KDM5B inh: -17%
O=C(Nc1ccc(N2CCC(c3ccccc3)C2)c(C(=O)O)c1)c1ccc(Cl)cc1 (configuration not stated)
  KDM5B inh: ?

Cc1cccc(/C=C/C(=O)O)c1
  KDM5B inh: 23%
CCCNC(=O)N[C@@H]1CCC[C@@H](C(=O)NCc2ccc(OC)cc2)CC(=O)N(C)C1
  KDM5B inh: ?
CCOC(=O)c1c(CN2CCC(C(=O)OC)CC2)nc2ccccc2c1C
  KDM5B inh: 16%
CCCCNC(=O)c1ccc2c(c1)N(S(=O)(=O)c1ccccc1F)CC2
  KDM5B inh: -10%
COc1ccc(N2C(=O)CS(=O)(=O)C23C(=O)N(Cc2ccc(C)cc2)c2ccccc23)cc1Cl (configuration not stated)
  KDM5B inh: -10%
Cc1ccc(NC(=O)c2ccc3c(Cl)c4c(nc3c2)CCCC4)c(Cl)c1
  KDM5B inh: 20%
O=C(NNc1cc(Cl)ccc1Cl)c1cccs1
  KDM5B inh: -16%
O=C(CC[C@@H]1CNC(=O)[C@@H]2C[C@H](NCc3ccc(CO)o3)CN12)NCc1ccc(F)cc1
  KDM5B inh: -28%
Cc1cc(NC(=O)C(C)Sc2nnc(C)n2-c2ccccc2C)no1 (configuration not stated)
  KDM5B inh: 12%
Cc1ccc(C(=O)NCCc2nnc3ccc(N4CCCC4)nn23)cc1
  KDM5B inh: 15%

O=C(CCc1ncc(-c2c(F)cccc2F)o1)NC1=NCCS1
  KDM5B inh: 17%
Cc1ccc(CNC(=O)c2cc(-c3ccc(C)cc3)nc3n[nH]c(-c4cccc([N+](=O)[O-])c4)c23)cc1
  KDM5B inh: 9%
Cc1c(C(=O)N2CCC(C(=O)Nc3ccc(F)c(Cl)c3)CC2)sc2nc[nH]c(=O)c12
  KDM5B inh: -18%
CCCCN(CC)S(=O)(=O)c1ccc(C(=O)Nc2ccc(Cl)c3ncsc23)cc1
  KDM5B inh: -15%
Fc1ccc(Nc2nc3ccccc3c3nncn23)c(Cl)c1
  KDM5B inh: -2%
Cc1ccccc1NC1(c2nnnn2-c2c(C)cccc2C)CCCC1
  KDM5B inh: 17%
O=C(CSc1ccc(-c2cccnc2)nn1)Nc1ccc(F)cc1F
  KDM5B inh: 10%
CN(C1CCc2nn(CC3CC3)c(=O)n2CC1)S(=O)(=O)c1cn(C)cn1 (configuration not stated)
  KDM5B inh: -16%
COc1ccc(Cn2c(C3CCN(C(=O)C4CCCCC4)CC3)n[nH]c2=O)cc1
  KDM5B inh: 22%
CCn1nc(C(=O)Nc2nc(-c3ccc4c(c3)OCCO4)cs2)c2ccccc2c1=O
  KDM5B inh: 8%

Entries above that bear a hit mark in KDM5B inh:
O=C(NCCCc1ccccc1)c1ccc2nccn2c1
  KDM5B inh: 35µM*

The list continues.
CCOc1ccc(CC(=O)NCc2ccc3c(c2)CCN3C(=O)c2ccccc2)cc1OCC
  KDM5B inh: -19%
CCOc1cc(S(=O)(=O)NCCO)ccc1Cl
  KDM5B inh: 12%
Cc1ccc(C(=O)N(Cc2ccncc2)C2CC2)s1
  KDM5B inh: 20%
O=C(O)CSc1c(Cl)cccc1Cl
  KDM5B inh: -5%
CCCN1C(=O)CC[C@H]2CN(C(=O)c3ccc4sccc4c3)CC[C@H]21
  KDM5B inh: -5%
CCC(C)c1ccc(NC(=S)N2CCCC2)cc1 (configuration not stated)
  KDM5B inh: -11%
Cn1c(Cn2cccn2)nnc1C1CCN(C(=O)N2CCOCC2)CC1
  KDM5B inh: -7%
O=C(O)c1ccc(/C=N/Nc2ccc(Cl)nn2)cc1
  KDM5B inh: ?
Cc1ccsc1/C=C/C(=O)c1cc2ccccc2o1
  KDM5B inh: -8%
Cn1ccnc1CNC(=O)C[C@@H]1C[C@H]2O[C@H](CNC3Cc4ccccc4C3)[C@@H](O)[C@H]2O1
  KDM5B inh: -20%[86.2 µM]
COc1ccc(C(C)NC(=O)c2nn(C)c(=O)c3ccccc23)cc1F (configuration not stated)
  KDM5B inh: 14%

Screening data from PubChem BioAssay.
